M1 PAM parental = nonselective calcium activators in parental CHO-K1 cells, primary screen, counter-screen for M1 PAM project, cell-based, Fluo-8 calcium fluorescence, full deck, 1536-well | 360,000 tested, 0.02% active | AID 602247, 2012 | ATP EC20; 0% at ATP EC20, 100% at ATP max | activation, % at 3 µM;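 active = activation above the run cutoff, the mean activation of all test compounds plus 3 SD, cut at about 40% in these data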;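 note: peak over basal fluorescence ratio in a 140 s read after ATP addition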
TAAR1 agonist = human TAAR1 agonists, primary screen, Fluo-8 calcium fluorescence, CHO RD-HGA16 cells | Trace amine-associated receptor 1 (Homo sapiens), Q96RJ0 | vehicle wells 0%, saturating PEA agonist 100% | activation, % at 3 µM | 360,000 tested, 0.99% active | AID 624467, 2012;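 active = activation above the mean activation of all test compounds in the run plus 3 SD, cut at about 38% in these data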
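Signal – calcium-sensitive Fluo-8 signal, excitation 470-495, emission 515-575 nm · System – RD-HGA16 (CHO) cells co-expressing Gα16 and hTAAR1 · Incubation – 17-24 h seeding, 75 min 37 °C dye, 30 min RT · Compound dosing – 3 µM single concentration · Repeats – no replicates (n 1)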
OXTR potentiator = human OXTR potentiators, primary screen, fluorescence, CHO-OTR cells, Fluo-8 calcium | Oxytocin receptor (Homo sapiens), P30559 | Fluo-8 calcium fluorescence, potentiator mode; 0% = oxytocin EC15, 100% = EC100 | activation, % at 3 µM | 320,000 tested, 0.061% active | AID 2445, 2010;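 active = activation above that plate's cutoff, the mean activation of tested compounds plus 3 SD, cut at about 6.6% in these data, passing the limit was not always enough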;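 note: 100% uses oxytocin at 75 nM as the full agonist control; some results filed as inactive read as strong as hits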
Target sequence (P30559 whole entry, looked up): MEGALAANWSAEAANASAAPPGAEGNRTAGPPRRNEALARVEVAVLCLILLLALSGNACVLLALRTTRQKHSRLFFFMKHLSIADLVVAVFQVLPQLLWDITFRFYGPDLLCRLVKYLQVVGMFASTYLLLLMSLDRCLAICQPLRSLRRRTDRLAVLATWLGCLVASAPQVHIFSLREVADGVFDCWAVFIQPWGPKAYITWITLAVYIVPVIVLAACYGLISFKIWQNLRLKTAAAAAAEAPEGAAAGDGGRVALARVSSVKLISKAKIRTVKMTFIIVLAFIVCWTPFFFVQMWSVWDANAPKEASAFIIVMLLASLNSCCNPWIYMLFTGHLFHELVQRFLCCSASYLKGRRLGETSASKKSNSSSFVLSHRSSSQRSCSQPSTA
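Measured by – Fluo-8 calcium dye fluorescence · Test system – human OTR in CHO cells · Dosing – one concentration, 3.0 µM compound · Controls – EC15 oxytocin alone as 0%, 75 nM oxytocin as 100% · Evaluation – normalized max/min fluorescence ratio, % activation · Timing – 6 min pre-incubation, 100 s read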
TAAR1 antagonist = human TAAR1 antagonists, primary screen, Fluo-8 calcium fluorescence, CHO RD-HGA16 cells | Trace amine-associated receptor 1 (Homo sapiens), Q96RJ0 | antagonist | inhibition, % at 3 µM | 360,000 tested, 1.5% active | AID 624466, 2012;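 active = inhibition above a per-plate cutoff, the mean inhibition of test compounds on that plate plus 3 SD, cut at about 49% in these data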;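 note: 0% = DMSO plus EC80 beta-PEA response and 100% = DMSO alone without agonist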
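System: CHO RD-HGA16 cells bearing hTAAR1. Reagent: EC80 β-phenethylamine stimulus. Schedule: seeding 17-24 h prior, 75-min 37 °C, 30-min RT dye loading. Signal: Fluo-8 intracellular calcium dye fluorescence, real-time kinetic reads. Read-out: % inhibition from peak post-agonist over basal fluorescence ratio. Benchmarks: vehicle wells and EC80 agonist wells. Replicates: n of 1.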
V1aR counter = agonists of human V1a receptor, primary screen, counter-screen for OXTR agonist project, fluorescence, CHO-V1R cells; Vasopressin V1a receptor (Homo sapiens), P37288; Fluo-8 calcium fluorescence, agonist mode; 0% DMSO, 100% 3 nM vasopressin; activation, % at 3 µM; 320,000 tested, 0.25% active;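 active = activation above the mean activation of all tested compounds plus 3 SD, per screening run, cut at about 20% in these data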;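 note: signal is peak over basal fluorescence ratio across a 100 second FLIPR read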
Target sequence (P37288 whole entry, looked up): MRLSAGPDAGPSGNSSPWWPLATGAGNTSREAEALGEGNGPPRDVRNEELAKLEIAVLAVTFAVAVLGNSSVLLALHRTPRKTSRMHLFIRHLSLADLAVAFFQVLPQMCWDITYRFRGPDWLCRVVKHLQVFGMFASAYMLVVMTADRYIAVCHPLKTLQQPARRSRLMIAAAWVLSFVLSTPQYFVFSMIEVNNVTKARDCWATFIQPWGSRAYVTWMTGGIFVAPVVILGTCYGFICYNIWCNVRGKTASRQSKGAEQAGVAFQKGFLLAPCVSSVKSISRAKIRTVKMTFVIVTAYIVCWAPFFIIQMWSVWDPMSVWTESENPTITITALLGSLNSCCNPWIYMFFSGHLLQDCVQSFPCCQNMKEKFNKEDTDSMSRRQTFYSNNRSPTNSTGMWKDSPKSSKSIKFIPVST
CHO parental Ca = ATP-evoked calcium signal inhibitors, parental CHO, primary screen, counter-screen for OX1R antagonist project, cell-based, fluorescence, Fluo-8 calcium dye; parental CHO-K1, ATP-induced calcium, Fluo-8 fluorescence; inhibition, % at 5.6 µM; 330,000 tested, 0.63% active;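 active = inhibition above that plate's mean sample inhibition plus 3 SD, cut at about 26% in these data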;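 note: 0% = ATP-challenged DMSO wells and 100% = DMSO wells without ATP; some compounds past the cut are filed as inactive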
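Test system: untransfected parental CHO cell line. Compound: one dose, 5.6 µM nominal. Detection: intracellular calcium via Fluo-8 no-wash fluorescent dye. Measure: % inhibition. Benchmarks: ATP-challenged DMSO wells low, unchallenged DMSO wells high.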
M1 ag parental = counter-screen for M1 agonists: effect in parental CHO-K1 cells. AID 602248, 2012. activation, % at 3 µM. Fluo-8 calcium fluorescence; scaled to maximal ATP response, vehicle zero. 360,000 tested, 0.48% active; in the data active = activation above about 15%;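 note: untransfected CHO-K1 host cells lacking M1 receptor as counterscreen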
CHO-K1 Ca antag = nonselective inhibitor or artifact in parental CHO-K1 cells | ATP-induced calcium, Fluo-8 fluorescence | inhibition, % at 3 µM | 360,000 tested, 0.6% active | AID 602250;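 active = inhibition above a per-plate cutoff, the plate's mean sample inhibition plus 3 SD, cut at about 24% in these data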;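 note: 0% = DMSO plus EC80 ATP and 100% = DMSO alone without ATP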
CHRM1 agonist = human M1 muscarinic receptor agonists, primary screen, Fluo-8 calcium fluorescence, CHO-K1 cells, HTS; Muscarinic acetylcholine receptor M1 (Homo sapiens), P11229; CHO-K1 hM1, agonist mode; 0% DMSO, 100% acetylcholine EC100; 360,000 tested, 0.33% active; activation, % at 3 µM;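 active = activation above the run's mean compound activation plus 3 SD, cut at about 16% in these data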;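 note: peak over basal fluorescence ratio within a 140 s kinetic read after compound addition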
The depositor's hits bear a star; . = no result given.

SMILES	M1 PAM parental	TAAR1 agonist	OXTR potentiator	TAAR1 antagonist	V1aR counter	CHO parental Ca	M1 ag parental	CHO-K1 Ca antag	CHRM1 agonist
C#CCOc1ccc(Br)cc1C(c1c(C)[nH][nH]c1=O)c1c(C)[nH][nH]c1=O	12	1	1	-8	0.7	6	0.2	-1	-5
COc1ccccc1C1CCCN1Cc1nc(-c2ccc(C)s2)oc1C (centres undefined)	21	3	-3	0	0.0	-27	1.6	-3	-14
COc1ccc(C2=CN(Cc3ccccc3)CCC2=O)cc1	11	8	-3	16	7.3	-12	2.4	-16	0
COc1ccc(CCNc2c(N)n(Cc3ccccc3)c(=O)[nH]c2=O)cc1OC	11	11	-11	3	0.1	-6	0.6	-7	-2
CCN1C[C@@H]2[C@@H]3C(=O)N(C)C(=O)[C@@H]3[C@](Cc3ccccc3)(C1=O)N2C(=O)c1ccccc1	9	6	.	-11	.	.	0.4	-18	-3
NC(=O)Cc1ccc(C(=O)c2ccc(F)cc2)s1	2	4	-3	-15	0.1	-7	-0.2	7	-4
Cc1onc(-c2c(Cl)cccc2Cl)c1C(=O)Nc1ccc(C(N)=O)cc1	6	12	-1	-12	5.4	-2	3.5	-6	-3
COc1ccc(C)cc1NC(=O)c1cc2ccccc2cc1OCC(=O)NCc1ccco1	11	2	-10	33	2.0	3	0.9	-2	-3
COc1ccccc1NC(=O)C1=C(C)Nc2nnnn2C1c1ccccc1OC (centres undefined)	4	11	1	-18	-0.6	-24	0.1	3	-3
Cn1nc(-c2ccc(Cl)cc2)c2cc(C(=O)NCCN3CCOCC3)sc21	9	1	0	-2	0.3	-16	0.5	-6	-2
c1coc(Cn2c(-c3ccco3)nc3ccccc32)c1	15	-2	-3	-1	-1.0	-6	0.5	2	-3
Cc1cc(C)nc(CCNC(=O)c2cc(COc3ccc(F)cc3F)on2)n1	10	4	0	-6	1.4	-5	0.8	-10	-6
CCOC(=O)c1c(C)[nH]c(C)c1C(=O)COC(=O)[C@@H](NC(=O)c1ccco1)C(C)C	19	5	-3	-6	0.2	-18	0.1	-16	-3
COc1cccc(/C=C2/C(=O)NN(c3ccc(Br)cc3)C2=O)c1O	-6	0	.	9	.	.	0.0	5	-3
O=C(CN1CCCCCC1)Nc1c(Cl)cc(Cl)cc1Cl	-12	4	-2	-29	-1.0	-14	-0.5	5	-8
Cc1ccc(C(=O)N2CCN(Cc3ccc4c(c3)OCO4)CC2)cc1[N+](=O)[O-]	-2	8	-1	9	0.1	-11	0.3	-9	-13
CC(OC(=O)CNS(=O)(=O)c1ccc(C#N)cc1)C(=O)Nc1cccc(C#N)c1 (centres undefined)	9	1	0	2	0.9	-12	3.3	-9	-4
O=C(CNc1cccc2ccccc12)N/N=C/c1ccccn1	-14	7	-7	0	1.2	-10	0.2	0	0
COc1cccc(/C=C/C(=O)OCC(=O)c2c[nH]c3ccccc23)c1OC	9	11	-13	54*	8.2	2	9.7	5	-4
CCc1nc2c(OCC3COc4ccccc4O3)cccn2c1N(C)C(=O)c1ccccc1F (centres undefined)	10	3	.	4	.	.	4.8	-18	-4
Cc1ccc(C(=O)N/C(=C\c2cccs2)c2nc3ccccc3[nH]2)cc1	-15	1	1	0	-0.8	-22	0.2	20	-5
C[C@@H]1CNC(=O)c2c(C(=O)NCC(=O)OC(C)(C)C)ncn21	2	1	.	-23	.	.	0.8	-1	-2
N#C/C(=C\c1ccc(OC(=O)c2cccs2)cc1)c1nc2ccccc2[nH]1	13	15	-10	16	1.4	-6	4.3	-8	11
CC(OCCN(C)C)C(=O)C12CC3CC(CC(C3)C1)C2 (centres undefined)	5	1	-1	-29	0.4	-8	0.3	-2	-8
NC(=O)c1nsc(C(=O)N(c2cccc(F)c2)C(C(=O)NCc2ccccc2)c2ccc(O)cc2)c1N (centres undefined)	-4	18	-10	52*	2.2	2	5.0	-7	-3

Complete entries, quoted from the list. Screens in order: M1 PAM parental | TAAR1 agonist | OXTR potentiator | TAAR1 antagonist | V1aR counter | CHO parental Ca | M1 ag parental | CHO-K1 Ca antag | CHRM1 agonist
COc1ccc(CCNc2c(N)n(Cc3ccccc3)c(=O)[nH]c2=O)cc1OC as listed: 11 | 11 | -11 | 3 | 0.1 | -6 | 0.6 | -7 | -2
C#CCOc1ccc(Br)cc1C(c1c(C)[nH][nH]c1=O)c1c(C)[nH][nH]c1=O as listed: 12 | 1 | 1 | -8 | 0.7 | 6 | 0.2 | -1 | -5
O=C(CN1CCCCCC1)Nc1c(Cl)cc(Cl)cc1Cl as listed: -12 | 4 | -2 | -29 | -1.0 | -14 | -0.5 | 5 | -8
Cc1ccc(C(=O)N2CCN(Cc3ccc4c(c3)OCO4)CC2)cc1[N+](=O)[O-] as listed: -2 | 8 | -1 | 9 | 0.1 | -11 | 0.3 | -9 | -13

(continued)
SMILES	M1 PAM parental	TAAR1 agonist	OXTR potentiator	TAAR1 antagonist	V1aR counter	CHO parental Ca	M1 ag parental	CHO-K1 Ca antag	CHRM1 agonist
CCOC(=O)c1c(NC(C)=O)sc2c(O)cccc12	7	5	-6	8	-1.3	3	1.5	-1	0
C=CCN(CC=C)C(=O)C1CCN(Cc2ccc(OCc3ccccc3)cc2)CC1	10	15	-11	-5	6.3	-1	4.6	-2	-6
Cc1ccc(N2C(=O)/C(=C\c3ccc(C(C)C)cc3)N=C2SC2CCOC2=O)cc1 (centres undefined)	26	2	-9	11	-0.2	-8	1.2	-11	-5
O=[N+]([O-])c1ccc(N2CCN(c3cccc(Cl)c3)CC2)cn1	8	6	-6	8	3.4	0	2.6	-14	-4
COc1ccc(CNC(=O)CCCn2nc(C)c3c(C)n(-c4ccccc4)nc3c2=O)cc1	12	-1	-2	-10	2.0	-27	-0.2	-11	-5
COCCCN=C1NN=C(c2cc(C)n(Cc3ccccc3Cl)c2C)CS1	-4	6	-8	-19	0.1	-17	3.9	-6	-6
O=C(c1ccccc1O)N1N=C(c2ccccc2)CC1(O)C(F)(F)F (centres undefined)	-1	4	6	-8	-0.3	-9	0.2	5	-9
COCCn1c(SCC(=O)NNC(=O)Cc2ccccc2)nc2ccccc2c1=O	-7	12	-9	5	0.9	-10	-0.2	25*	-3
O=C1CS/C(=N/N=C/c2ccco2)N1Cc1ccc(F)cc1	15	14	-3	-24	1.7	-11	1.0	-7	-2
CCN(CC)S(=O)(=O)c1cccc(C(=O)N/N=C/c2cc(OC)c(O)c(OC)c2)c1	7	3	-6	-11	0.9	9	1.9	0	-2
CCn1cc([N+](=O)[O-])nc1C	12	2	2	-5	1.4	-3	0.7	0	-4
COc1ccc2[nH]cc(C(=O)CNc3nc(C)cs3)c2c1	21	3	6	-7	-0.2	-19	0.2	-15	-6
OCCN1CCN(Cc2cccc(Oc3ccc(Cl)cc3)c2)CC1	5	20	-3	-3	1.3	-13	1.2	-10	-8
NC(=O)C1CCN(C(=O)c2cc(Cl)c3c(c2)OCCO3)CC1	7	1	1	0	1.2	-1	0.3	-3	0
CC(C)(C)NC(=O)NC(=O)COC(=O)C1(C)CC1(Cl)Cl (centres undefined)	5	4	-1	5	0.0	-5	0.2	3	-8
CC1(C)OC(=O)C(=CNc2ccc(F)cc2)C(=O)O1	13	12	-1	-5	0.2	-2	1.2	0	-2
COc1ccc(-c2ccc3c(c2)S(=O)(=O)c2cccc(C(=O)NCCOc4ccccc4Cl)c2C3=O)cc1OC	0	17	-10	14	1.9	-21	-0.4	-5	7
COCCN(C(=O)COC(=O)C1CC(=O)N(c2ccc(C)cc2)C1)c1c(N)n(Cc2ccccc2)c(=O)[nH]c1=O (centres undefined)	19	9	.	1	.	.	0.5	-15	-3
CCCCn1c(CCC(=O)O)nc2cc(S(=O)(=O)N(C)C)ccc21	-7	0	-13	20	0.4	-9	0.1	-7	-3
O=C(C1CCN(S(=O)(=O)c2ccc(F)cc2)CC1)N1CCCC(C(F)(F)F)C1 (centres undefined)	-2	4	-5	-14	2.1	-5	0.4	-5	-2
COC(=O)CSc1nc(C)c2c(n1)CCCC2	2	3	-6	2	-0.3	-5	1.4	-12	-2
C/C(=N\NC(N)=O)C1CC(Cc2ccccc2)C(=O)O1 (centres undefined)	-7	2	.	1	.	.	0.0	-4	2
Cc1ccccc1NC(=O)c1ccc(CN2CC(=O)N3CCCCC3C2=O)cc1 (centres undefined)	7	8	-1	-30	1.1	-4	0.7	3	-5
Cc1ccc(C(=O)Nc2ccc(O)cc2C(=O)O)cc1	-2	8	-1	14	0.9	6	-0.9	-33	-1
C=CCNC(=O)c1ccc(Sc2ccccc2)c([N+](=O)[O-])c1	16	9	-11	8	-0.8	-25	0.3	-8	-6
Cc1cc(SCNC(=O)c2ccccc2)nc(C(C)C)n1	18	13	-9	10	0.0	3	1.3	-10	-3
CCNc1ccccc(-c2ccc3ccccc3n2)c1=O	10	-1	3	23	2.3	-7	1.3	-2	-1

3 entries already listed, sorted by the number in CHRM1 agonist, lowest first.
smiles	CHRM1 agonist
COCCCN=C1NN=C(c2cc(C)n(Cc3ccccc3Cl)c2C)CS1	-6
Cc1ccccc1NC(=O)c1ccc(CN2CC(=O)N3CCCCC3C2=O)cc1 (centres undefined)	-5
COc1ccc(-c2ccc3c(c2)S(=O)(=O)c2cccc(C(=O)NCCOc4ccccc4Cl)c2C3=O)cc1OC	7
